Bim-Bcl-XL – inhibitors of Bim-Bcl-XL interaction, human | AID 1007 | 0.04% of 190,000 active | Bim peptide-Bcl-XL binding, bead flow cytometry, fluorescence | inhibition, % at 10 µM
Target sequence (Q07817 whole entry, looked up): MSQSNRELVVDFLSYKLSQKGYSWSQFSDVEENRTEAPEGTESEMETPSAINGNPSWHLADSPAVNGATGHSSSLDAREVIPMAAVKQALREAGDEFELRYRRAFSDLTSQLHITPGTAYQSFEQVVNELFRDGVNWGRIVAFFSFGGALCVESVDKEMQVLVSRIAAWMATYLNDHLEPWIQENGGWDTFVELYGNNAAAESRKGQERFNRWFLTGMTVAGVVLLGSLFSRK
RGS8-Gao – regulators of human RGS8-Galphao interaction | P09471 | multiplexed bead flow cytometry, RGS8-Galphao binding; actives lie on both sides | response (percent of control binding), % at 10 µM | 0.34% of 220,000 active | AID 1423; in the data active means response below about 60% or above about 140%; inactive means in between;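 further: Galphao activated as the GDP aluminium fluoride complex binding bead-coupled RGS8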
Target sequence (P09471 whole entry, looked up): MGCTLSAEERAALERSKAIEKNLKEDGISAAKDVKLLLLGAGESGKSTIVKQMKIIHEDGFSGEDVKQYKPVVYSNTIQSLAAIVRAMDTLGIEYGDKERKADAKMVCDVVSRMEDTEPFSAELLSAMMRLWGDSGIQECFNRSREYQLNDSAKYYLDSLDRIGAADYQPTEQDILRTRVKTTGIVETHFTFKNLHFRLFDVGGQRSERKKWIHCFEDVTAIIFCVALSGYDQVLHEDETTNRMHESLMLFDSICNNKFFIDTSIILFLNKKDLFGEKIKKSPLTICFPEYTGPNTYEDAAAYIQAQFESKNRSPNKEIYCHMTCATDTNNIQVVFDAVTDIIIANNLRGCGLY
Bcl-2 Bim block – human Bim-Bcl-2 interaction inhibition; P10415; 0.06% of 190,000 active; inhibition, % at 10 µM; Bead-based flow cytometry, Bim peptide-Bcl-2 binding; in the data active means inhibition above about 40%; inconclusive means no clear call, values can overlap the other calls;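 further: 0% = no compound wells with probe peptide and 100% = reference peptide inhibitor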
RGS7-Gao reg – modulates binding of RGS7 to human Galphao; P09471; Multiplexed bead flow cytometry; actives lie on both sides; binding response (% of control), % at 10 µM; 0.35% of 220,000 active; AID 1439; in the data active means binding response below about 49% or above about 150%; inconclusive means no clear call, values can overlap the other calls; inactive means in between;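 further: fluorescent Galphao held in activated GDP-AlF4 state binding bead-coupled RGS7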
GSH bead fluor – GSH bead compound fluorescence profile | 0.25% of 190,000 active | AID 1776 | GSH beads flow cytometry, compound fluorescence 488/530 nm; hits give high values | fluorescence (KMESF) at 10 µM; in the data active means fluorescence above about 89;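 further: glutathione beads carrying GST-tagged Bcl family fusion proteins plus one bare bead set; values are compound well signal with DMSO vehicle wells as background; inactives centre near 16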
Bim-Bcl-B – human Bim-Bcl-B interaction inhibition. 0.073% of 190,000 active. bead-based flow cytometry, Bim peptide-Bcl-B binding. Q9HD36. inhibition, % at 10 µM;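 further: 0% = tracer peptide without compound and 100% = reference inhibitor peptide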
Target sequence (Q9HD36 whole entry, looked up): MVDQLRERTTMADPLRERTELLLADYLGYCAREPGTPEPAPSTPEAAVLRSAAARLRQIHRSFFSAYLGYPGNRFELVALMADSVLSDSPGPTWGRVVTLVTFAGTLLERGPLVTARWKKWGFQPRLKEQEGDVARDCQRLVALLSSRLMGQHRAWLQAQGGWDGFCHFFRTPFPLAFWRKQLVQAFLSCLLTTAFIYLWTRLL
Bim-Bcl-W – inhibitors of Bim-Bcl-W interaction, human; bead-based flow cytometry, Bim peptide-Bcl-W binding; 0.02% of 190,000 active; inhibition, % at 10 µM;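 further: 0% = bound tracer without compound and 100% = peptide blocker; higher means less fluorescent Bim peptide bound to Bcl-W beads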
Target sequence (Q92843 whole entry, looked up): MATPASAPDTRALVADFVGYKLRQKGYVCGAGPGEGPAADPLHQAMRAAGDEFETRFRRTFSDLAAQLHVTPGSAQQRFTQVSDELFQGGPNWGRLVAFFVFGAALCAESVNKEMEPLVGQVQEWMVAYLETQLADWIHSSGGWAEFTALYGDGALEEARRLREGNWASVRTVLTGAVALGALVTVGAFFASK
RGS4-Gao reg – human RGS4-Galphao interaction regulation. P09471. Multiplexed bead flow cytometry, RGS4-Galphao binding; actives lie on both sides. binding response (% of control), % at 10 µM. 0.33% of 220,000 active. AID 1415; in the data active means binding response below about 49% or above about 150%; inactive means in between;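 further: fluorescent Galphao activated with aluminum fluoride binding bead-coupled RGS4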
ABCB1 inh – inhibitors of human ABCB1 transporter, ABCG2 counter-screen; P08183; inhibition, % at 6.6 µM; 0.067% of 190,000 active; CCRF-Adr cells, JC-1 efflux, flow cytometry; in the data active means inhibition above about 40%;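 further: 0% = vehicle and 100% = reference inhibitor; higher value means more JC-1 retained so stronger ABCB1 efflux block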
Bim-Bfl-1 – disrupts Bim binding to human Bfl-1; inhibition, % at 10 µM; 0.12% of 190,000 active; Q16548; AID 1008; Bead-based flow cytometry, Bim-Bfl-1 binding inhibition;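 further: 0% = wells without compound plus tracer and 100% = blocker peptide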
ABCG2 block – blocks JC-1 efflux by human ABCG2 transporter; IgMXP3 cells, flow cytometry; 0.1% of 190,000 active; inhibition, % at 6.6 µM; Q9UNQ0; AID 1325;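 active means inhibition above 80%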;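 further: 0% = DMSO and 100% = nicardipine control wells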
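material = IgMXP3 (ABCG2) plus far-red-tagged CCRF-Adr (ABCB1) cells | amount = 3 million cells/mL, equal mix of both lines | also added = JC-1 transporter substrate | dosing = one concentration, 6.6 µM final | schedule = 10 min at 25 °C | measured by = flow cytometric JC-1 green MFI at 530 nm | read-out basis = percent efflux inhibition, scaled nicardipine 100% to DMSO 0%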
The depositor's hits bear a star; u = inconclusive; x = not tested or not shown. Unless noted, no stated cut-off is given here; in the data, active means inhibition above about 40%. Rows were taken by chance; about 1.1% have a hit in one of these screens.

SMILES	Bim-Bcl-XL	RGS8-Gao	Bcl-2 Bim block	RGS7-Gao reg	GSH bead fluor	Bim-Bcl-B	Bim-Bcl-W	RGS4-Gao reg	ABCB1 inh	Bim-Bfl-1	ABCG2 block
CN(C)CC(C)(C)CNC(=S)NCc1ccc2c(c1)OCO2	-9	98	-12	98	11	-13	-7	99	-0.2	-16	-2
Cc1cc(C(=O)Cn2nnc(-c3ccc(Cl)cc3)n2)c(C)n1CC1CCCO1 (configuration not stated)	-2	97	-9	95	10	-4	-5	98	0.6	-7	3
CCOc1cc2[nH]c(=S)n(CC3CCCN3CC)c(=O)c2cc1OCC (configuration not stated)	-2	102	-6	99	34	-11	-2	101	-0.6	-13	5
Cc1cccc(N2N=C(C(=O)Nc3nc(C)cs3)CCC2=O)c1	-2	103	0	101	23	-1	0	99	0.5	-5	3
CC(=O)Nc1ccc(S(=O)(=O)Nc2nc3ccccc3nc2-n2ccc(=NC(=O)c3ccc(F)cc3)cc2)cc1	-1	101	-2	u	15	-10	-4	97	-0.5	-8	0
FC(F)(F)c1cc(-c2ccccc2)nc(NCc2cccnc2)n1	-8	101	-8	97	36	-10	-3	100	2.7	-20	28
O=C(CN1C(=O)c2ccccc2C1=O)N1CCN(c2ccccc2)CC1	-4	99	-6	102	12	-4	-4	102	0.8	-8	2
CC(=O)Nc1ccc(S(=O)(=O)N2CCN(CC(=O)NC3CCCC3)CC2)cc1	-1	102	-10	103	15	-5	-2	103	0.1	-10	0
CN(C1CCCCC1)S(=O)(=O)Cc1ccccc1	1	100	-10	104	57	-11	-2	98	1.1	-6	3
COc1cc2c(cc1OC)CN(C(=O)CSc1nc(C)cc(C)c1C#N)CC2	1	103	1	101	17	-2	0	100	4.1	4	11
c1cnn(-c2nc(N3CCOCC3)nc(N3CCOCC3)n2)c1	-14	100	-10	101	32	-10	-2	100	-0.1	-11	0
COc1ccc(C(=O)/C=C/Nc2cc(C)on2)c(OC)c1	0	101	0	101	14	-2	4	96	0.3	-3	5
COc1ccc2oc(=O)c(C(=O)NCc3cccnc3)cc2c1	-1	105	-1	101	18	-7	-2	102	-0.3	-2	9
CC(C)COC(=O)C1[C@H]2C(=O)N(Cc3cccs3)C[C@]23C=C[C@H]1O3 (some centres not stated)	0	102	-2	107	8	-2	2	102	0.6	-7	1
CC1CC(C)CN(CCCNC(=O)Cc2c(C(=O)O)n(C)c3ccccc23)C1 (configuration not stated)	-14	99	-8	100	52	-6	0	96	0.9	-10	3
CCOc1ccccc1C(=O)OCC(=O)Nc1ccc(OC(F)F)cc1	-5	101	-3	97	17	-4	2	96	x	-11	x
CCOc1ncccc1C(=O)OCC(=O)Nc1ccc(-c2nc3ccc(C)cc3s2)cc1	-7	100	-5	96	25	-5	-4	96	-0.1	-1	-1
Cc1[nH]nc2c1C(c1cccnc1)N(c1ccc(Br)cc1)C2=O (configuration not stated)	0	102	12	103	18	-2	0	102	0.1	5	-1
Cc1ccc(C2CC(c3ccco3)n3nc(N)nc3N2)cc1 (configuration not stated)	-2	99	-3	99	21	-5	2	99	0.2	-7	1
CC(C)CCNC(=O)CCn1c(=S)oc2ccccc21	-6	105	-5	105	10	-3	-1	106	2.6	-7	30
O=c1cccc(-c2ccccc2)[nH]1	-3	100	0	99	12	-7	3	97	0.2	-9	2
O=C1CC(c2ccc(F)cc2)Cc2nc(N3CCN(c4ccccc4)CC3)ncc21 (configuration not stated)	6	102	-7	98	50	-4	0	104	0.5	-8	2
O=C(O)COc1ccc(-c2nccc(-c3cccs3)n2)cc1	-2	94	0	92	18	-1	-2	92	0.4	-4	2
CCOC(=O)N1CCN(C(=O)c2ccc(-n3c(C)ccc3C)cc2)CC1	-5	93	0	92	13	12	0	96	0.4	-1	37
O=C(NCc1cccs1)c1ccncc1	0	100	-1	102	32	0	-2	98	0.2	-3	0

Profiles, looked up by structure. Order of screens: Bim-Bcl-XL | RGS8-Gao | Bcl-2 Bim block | RGS7-Gao reg | GSH bead fluor | Bim-Bcl-B | Bim-Bcl-W | RGS4-Gao reg | ABCB1 inh | Bim-Bfl-1 | ABCG2 block
`Cc1[nH]nc2c1C(c1cccnc1)N(c1ccc(Br)cc1)C2=O` (configuration not stated) across the screens: 0 | 102 | 12 | 103 | 18 | -2 | 0 | 102 | 0.1 | 5 | -1
`CC(C)COC(=O)C1[C@H]2C(=O)N(Cc3cccs3)C[C@]23C=C[C@H]1O3` (some centres not stated) across the screens: 0 | 102 | -2 | 107 | 8 | -2 | 2 | 102 | 0.6 | -7 | 1
`O=C1CC(c2ccc(F)cc2)Cc2nc(N3CCN(c4ccccc4)CC3)ncc21` (configuration not stated) across the screens: 6 | 102 | -7 | 98 | 50 | -4 | 0 | 104 | 0.5 | -8 | 2
`c1cnn(-c2nc(N3CCOCC3)nc(N3CCOCC3)n2)c1` across the screens: -14 | 100 | -10 | 101 | 32 | -10 | -2 | 100 | -0.1 | -11 | 0
`Cc1ccc(C2CC(c3ccco3)n3nc(N)nc3N2)cc1` (configuration not stated) across the screens: -2 | 99 | -3 | 99 | 21 | -5 | 2 | 99 | 0.2 | -7 | 1

Continued:
SMILES	Bim-Bcl-XL	RGS8-Gao	Bcl-2 Bim block	RGS7-Gao reg	GSH bead fluor	Bim-Bcl-B	Bim-Bcl-W	RGS4-Gao reg	ABCB1 inh	Bim-Bfl-1	ABCG2 block
Cc1cccc(OC(=O)c2cncc(Br)c2)c1	-6	105	-7	107	13	-11	-2	104	-0.5	-2	25
O=C(Nc1cccc(C(F)(F)F)c1)c1n[nH]c(Cn2cncn2)n1	-2	102	-4	102	13	-1	-3	106	-0.3	-1	-1
CCNc1nc(C)cc(COC)c1C#N	-1	92	0	97	21	0	-1	103	0.2	-1	1
CCc1ccc(NC(=O)CSc2nc(O)cc(=O)n2C2CCCC2)cc1	-7	101	0	100	19	-3	-2	98	0.6	-5	3
CC(C)c1ccc(S(=O)(=O)c2nnn3c2nc(N2CCCCC2)c2ccccc23)cc1	15	82	14	83	14	12	9	84	1.0	23	0
COc1ccc(OC)c(C2NC(=O)c3sc(=S)n(-c4ccccc4)c3N2)c1 (configuration not stated)	0	92	10	114	19	-11	5	103	1.4	28	8
CCN(CCNC(=O)c1ccc2nc(-c3ccccc3NC(C)=O)c(=O)[nH]c2c1)c1ccccc1	-4	101	-7	99	19	-6	0	99	-2.0	-6	-1
NS(=O)(=O)c1ccc(NC(=S)Nc2ccn(Cc3cccc4ccccc34)n2)cc1	-5	101	-7	100	10	-5	-4	101	-0.9	-7	-2
Cc1cc(C)nc(SCC(=O)Nc2ccc(S(=O)(=O)N3CCCCC3)cc2)n1	0	107	0	107	24	0	2	106	0.7	-1	3
Cc1nn(-c2ccccc2)c(C)c1/C=N/O	-5	100	-12	97	9	-11	0	102	0.6	-14	3
Cc1c(NC(=O)C2Cc3ccccc3CN2C(=O)c2ccco2)c(=O)n(-c2ccccc2)n1C (configuration not stated)	-2	99	-1	100	14	0	-1	100	0.3	0	1
COC(=O)CCCCNC(=O)Nc1ccccc1	-1	105	0	105	17	0	0	104	-0.1	-3	1
CCc1ccc(-c2ccc(C(=O)O)cc2)nc1	-2	101	1	100	26	1	0	98	0.0	0	2
O=C(NCCC1=CCCCC1)C1CCCN(S(=O)(=O)c2cccc3cccnc23)C1 (configuration not stated)	-1	101	-3	100	25	-5	3	100	1.4	-9	4
Nc1nonc1-c1noc(-c2ccccc2)n1	-7	101	-9	101	22	-8	-2	103	-0.6	-18	3
CC(C)N(Cc1nccn1C)C(=O)c1ccc(OC2CCN(C(=O)C3CC3)CC2)cc1	-2	100	-2	96	9	-1	0	99	0.1	-6	0
CC(=O)Nc1ccc(/C(C)=N/Nc2nc(Nc3ccccc3)nc(N3CCOCC3)n2)cc1	0	99	-3	99	24	-2	0	100	0.2	-2	1
CN(CC(=O)Nc1ccc(N2CCOCC2)cc1)CC(=O)Nc1ccc([N+](=O)[O-])cc1Br	0	100	-2	99	24	-3	-3	101	1.0	-3	12
Nc1ccc(O)c2c(=O)cc(-c3ccccc3Cl)oc12	-2	102	2	105	18	-6	0	101	0.7	7	10
Cn1nnnc1SCC1=C(C(=O)O)N2C(=O)C(NC(=O)C3CC3c3ccccc3)C2SC1 (configuration not stated)	-1	101	-1	96	11	5	-3	103	1.4	7	1
CCOC(=O)c1c(-c2cccs2)csc1NC(=O)c1ccco1	6	106	17	98	32	2	9	107	0.0	11	1
COc1cc(C)ccc1OCCOCCOc1c(C)cc(C)cc1Br	-4	104	-2	106	17	-6	-4	107	0.0	-3	-1
CCOc1ccc(NC(=O)N2CCC(C(N)=O)(N3CCCCC3)CC2)cc1	-1	96	0	89	8	-4	3	93	-0.1	-12	-1
COc1ccc(Oc2ncnc3sccc23)cc1	1	107	-4	104	15	-4	1	104	0.1	-8	0
COc1ccccc1N1CCN(C(=O)CN(C2CCCCC2)S(C)(=O)=O)CC1	-3	101	4	104	17	-1	0	102	-0.2	-1	-1

(continued)
SMILES	Bim-Bcl-XL	RGS8-Gao	Bcl-2 Bim block	RGS7-Gao reg	GSH bead fluor	Bim-Bcl-B	Bim-Bcl-W	RGS4-Gao reg	ABCB1 inh	Bim-Bfl-1	ABCG2 block
CCCC1=Nc2cc(C(=O)NCCCOC(C)C)ccc2Sc2ccccc21	-3	98	-4	94	11	-2	0	92	0.1	-2	0
Cc1ccc(Nc2nnc(-c3ccc(N4CCOCC4)c([N+](=O)[O-])c3)c3ccccc23)cc1	-6	103	-4	102	18	-12	-5	99	9.9	-10	18
O=C(Nc1ncccc1O)c1cccc(S(=O)(=O)N2CCc3ccccc32)c1	-1	101	0	104	26	-3	2	104	-0.1	-9	0
c1ccc2c(c1)CCN(c1nc3cc4c(cc3s1)OCCO4)C2	-3	99	-4	101	18	-1	-1	100	0.2	-1	0
Cc1ccc(NC(=S)N=Nc2c(O)[nH]c3ccccc23)cc1	0	101	0	u	13	-2	0	101	0.2	-3	13
COC(=O)c1cc(NC(=O)CC2SC(=Nc3ccccc3)N(CCc3c[nH]c4ccccc34)C2=O)cc(C(=O)OC)c1 (configuration not stated)	-6	105	-10	103	24	-5	1	101	0.2	-16	8
CCCCCC(=O)Nc1cccc2ccccc12	1	99	-2	98	18	0	-1	100	0.2	-2	5
CNCCCCOc1ccccc1Cc1ccccc1	-3	100	-7	94	67	-6	-3	96	x	-4	-1
O=C(Oc1cccc(NC(=O)c2ccco2)c1)c1cccc(S(=O)(=O)N2CCCCC2)c1	3	107	-3	99	9	-3	-1	98	1.2	-3	3
COc1cc(OC)c(/C=N/NC(N)=S)cc1Br	-2	85	0	98	6	-3	0	100	-0.3	2	0
CCOC(=O)Cn1nc(C)n(-c2cccc(Cl)c2)c1=O	2	102	-1	u	20	0	0	102	0.2	-2	5
CC1CN(C(=O)Cn2cnc3c2c(=O)n(C)c(=O)n3C)CC(C)O1 (configuration not stated)	-6	100	-11	105	12	-8	-1	103	1.5	-13	3
C=CCc1cc(Cl)ccc1OCCN1CC(C)OC(C)C1 (configuration not stated)	-1	101	-4	91	16	1	-1	93	1.5	-2	4
Oc1ccc(Cl)cc1C1=Nc2ccccc2N=C(c2ccco2)C1	-4	106	4	100	14	-6	-4	97	1.1	-1	2

Screening results from PubChem BioAssay.
